KLK5 inh = human KLK5 protease inhibitors, primary screen, biochemical, 1536-well; Kallikrein-5 (Homo sapiens), Q9Y337; recombinant hK5, fluorogenic AMC substrate cleavage; inhibition, % at 5 µM; 210,000 tested, 0.59% active;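 active means inhibition of 40% or more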;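 further: 0% = enzyme controls without compound and 100% = no-enzyme blanks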
Runt-CBFb FRET = inhibitors of RUNX1 Runt–CBFb binding, primary screen, biochemical, FRET, Cerulean-Runt, Venus-CBFb, uHTS | Runt-related transcription factor 1 (Homo sapiens) + Core-binding factor subunit beta … | Cerulean-Runt/Venus-CBFb FRET ratio 530/480, 1 h | inhibition, % at 20 µM | 220,000 tested, 0.46% active | AID 1496, 2009;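 active means inhibition over about 50% at 20 µM in the single-dose screen, limit read from the data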;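 further: 0% = DMSO wells and 100% = excess unlabeled CBFb competitor control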
Target sequence (Q01196 whole entry, looked up): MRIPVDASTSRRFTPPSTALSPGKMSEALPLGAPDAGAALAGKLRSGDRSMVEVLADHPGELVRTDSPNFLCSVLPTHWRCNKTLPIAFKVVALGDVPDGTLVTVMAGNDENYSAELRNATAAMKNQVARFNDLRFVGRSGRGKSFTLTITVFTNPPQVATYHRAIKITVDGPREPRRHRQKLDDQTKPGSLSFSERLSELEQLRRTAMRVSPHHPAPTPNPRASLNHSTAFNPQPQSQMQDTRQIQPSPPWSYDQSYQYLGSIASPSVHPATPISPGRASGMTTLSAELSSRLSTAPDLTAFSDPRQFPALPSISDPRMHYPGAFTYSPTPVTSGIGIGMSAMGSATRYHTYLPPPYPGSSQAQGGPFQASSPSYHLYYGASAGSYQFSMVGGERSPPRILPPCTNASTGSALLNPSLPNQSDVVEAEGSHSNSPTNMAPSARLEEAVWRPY
Target sequence (Q13951 whole entry, looked up): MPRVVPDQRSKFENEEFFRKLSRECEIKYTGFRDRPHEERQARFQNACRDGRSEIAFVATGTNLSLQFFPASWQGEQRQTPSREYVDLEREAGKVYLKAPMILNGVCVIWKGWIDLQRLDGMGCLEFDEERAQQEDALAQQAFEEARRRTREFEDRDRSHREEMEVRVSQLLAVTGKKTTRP
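Buffer or medium: Tris pH 7.5 buffer with BSA. Assay system: Cerulean-labeled Runt domain protein. Amount: each fluorescent fusion protein 100 nM. Read-out basis: loss of energy transfer signal. Incubation: 1 h compound exposure, room temperature. Probe or stimulus: Venus-CBFb binding partner, 100 nM. Detection: FRET, excitation 422 nm, emission at 530 and 480 nm.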
Hck-Nef inh = inhibitors of Nef-activated human Hck kinase, primary screen, biochemical, Z-Lyte FRET, 384-well, Hck-YEEI | Tyrosine-protein kinase HCK (Homo sapiens), P08631 | Recombinant Hck-YEEI plus Nef, Z-Lyte FRET kinase assay | inhibition, % at 20 µM | 220,000 tested, 0.68% active | AID 463187, 2010;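 active means Hck-Nef kinase inhibition above about 50%, limit read from the data; inactive means inhibition below that limit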;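 further: 0% = DMSO with Hck plus Nef and 100% = Hck alone without Nef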
Runt-SMMHC FRET = inhibitors of RUNX1 Runt–CBFb-SMMHC binding, primary screen, biochemical, FRET, Cerulean-Runt, Venus-CBFb-SMMHC, uHTS; Runt-related transcription factor 1 (Homo sapiens) + Core-binding factor subunit beta …; Cerulean-Runt/Venus-CBFb-SMMHC FRET ratio 530/480, 1 h; inhibition, % at 20 µM; 220,000 tested, 0.74% active; AID 1434, 2008;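 active means mean inhibition across duplicate retests at 20 µM reaching about 50%, limit read from the data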;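 further: 0% = DMSO wells and 100% = wells with excess untagged CBFb-SMMHC; inhibitors lower the FRET ratio by blocking Runt binding to CBFb-SMMHC; some results filed as inactive read as strong as hits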
14-3-3 Bad inh = inhibitors of 14-3-3 zeta/Bad binding, primary screen, biochemical, TR-FRET, bovine 14-3-3 zeta; TR-FRET 14-3-3zeta/Dy647-pBad peptide displacement, 1 h; inhibition, % at 21.7 µM; 14-3-3 protein zeta/delta (Bos taurus), P63103; 220,000 tested, 0.71% active;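 active means inhibition above about 70%, limit read from the data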;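 further: 0% = full 14-3-3 plus peptide FRET controls and 100% = background without 14-3-3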
Target sequence (P63103 whole entry, looked up): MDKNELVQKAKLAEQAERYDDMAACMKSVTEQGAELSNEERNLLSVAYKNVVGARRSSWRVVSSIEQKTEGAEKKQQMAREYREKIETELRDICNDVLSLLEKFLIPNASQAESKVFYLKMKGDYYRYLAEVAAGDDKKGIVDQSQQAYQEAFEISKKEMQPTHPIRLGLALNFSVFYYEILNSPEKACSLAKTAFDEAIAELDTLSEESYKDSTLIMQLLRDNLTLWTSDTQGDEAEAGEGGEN
thrombin 1536 = human alpha-thrombin inhibitors, primary screen, counter-screen for coagulation protease inhibitor project, biochemical, 1536-well, fluorogenic AMC substrate; inhibition, % at 5 µM; Prothrombin (Homo sapiens), P00734; Boc-VPR-AMC fluorogenic substrate cleavage; 220,000 tested, 0.26% active; AID 1046, 2008;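 active means inhibition at or above 40%; inactive means inhibition below 40%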;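 further: 0% = enzyme with no compound and 100% = wells without enzyme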
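System: human alpha-thrombin protein; Compound dosing: one concentration per compound, 5 µM, with 0.2% DMSO; Timing: reaction at room temperature; Technique: AMC fluorescence, 355/460 nm; Controls: enzyme without compound as high, wells lacking enzyme as low.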
FXIIa inh = human FXIIa protease inhibitors, primary screen, biochemical, 1536-well; purified FXIIa, Boc-QGR-AMC fluorogenic substrate, 2 h; AID 800, 2007; Coagulation factor XII (Homo sapiens), P00748; inhibition, % at 5 µM; 220,000 tested, 0.3% active; in the data active means inhibition above about 40%;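 further: 0% = enzyme with no compound and 100% = blank without enzyme; many of its hits are not listed in these tables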
Wee1 stabilizer = Wee1 degradation inhibitors, primary screen, cell-based, HeLa, Wee1K328M-luciferase, luminescence; Wee1-like protein kinase (Homo sapiens), P30291; HeLa Luc-Wee1K328M stability; 100% = proteasome inhibitor MG132 effect; reporter increase, % at 5 µM; 220,000 tested, 1.2% active; AID 1321, 2008;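 active means activation above the mean of all tested compounds plus 3 SD, set per screening run, cut at about 8.8% in these data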;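 further: cells exposed to compound for 20 h before luminescence read; 0% = DMSO alone and 100% = MG132 at 30 µM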
FXIa inh = human FXIa protease inhibitors, primary screen, biochemical, 1536-well | purified FXIa, Boc-Glu-Ala-Arg-AMC fluorogenic substrate | 220,000 tested, 0.14% active | inhibition, % at 5 µM | AID 798, 2007;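 active means inhibition of at least 40%; inactive means inhibition below 40%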;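 further: fluorescence of freed AMC excited at 355 nm; 0% = enzyme without compound and 100% = no enzyme blank; many of its hits are not listed in these tables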
An asterisk follows results filed as active; / = no result given; [ ] = another dose, or the depositor's remark. Compounds were not picked by outcome. About 4.2% of those tested had a hit in this group.

SMILES	KLK5 inh	Runt-CBFb FRET	Hck-Nef inh	Runt-SMMHC FRET	14-3-3 Bad inh	thrombin 1536	FXIIa inh	Wee1 stabilizer	FXIa inh
COc1ccccc1N(C)S(=O)(=O)c1ccc(Cl)c(C(=O)NC2=NCCS2)c1	-3	-1	19	1	-1	/	4	12*	1
O=C(c1ccc(Cl)c(S(=O)(=O)N2CCOCC2)c1)N1CCN(Cc2ccccc2)CC1	-4	-1	6	1	-6	-1	14	-4	7
CC(C)c1cc(C(=O)N2CCCC(C(=O)c3ccc4ccccc4c3)C2)on1 (stereo not given)	/	-4	-3	-1	-1	-7	3	-3	-1
Cn1c(-c2ccc(F)cc2)cnc1NCc1ccc(F)cc1	-4	1	-1	-5	80*	-3	6	2	-3
COc1ccccc1Cc1noc(C(C)(C)NC(=O)c2ccccc2)n1	-17	-2	0	4	-7	-12	-12	2	-5
Fc1cccc2sc(Nc3nc4cc5c(cc4s3)OCO5)nc12	-120	4	11	8	-14	-11	-5	1	0
CCOC(=O)c1sc(=S)sc1SCc1cccc(C(F)(F)F)c1	-5	22	4	4	-2	-7	15	0	1
CSc1nc(SCC(=O)O)c2c3c(sc2n1)COC(C)(C)C3	23	1	6	0	5	18	52*	-1	30
O=C(O)CC/C(=C\c1ccc(N2CCOCC2)c([N+](=O)[O-])c1)c1nc2ccccc2s1	2	-5	-18	-4	14	-3	6	2	-1
Cc1cc(NS(=O)(=O)c2ccc(NC(=O)CCCOc3ccc(Cl)cc3)cc2)no1	-8	0	-1	-2	-3	0	14	-2	8
CCSc1nnc(NC(=O)CSc2ncccn2)s1	-8	0	-1	5	-3	-8	-29	1	-18
CC1CCCC(NC(=O)CSc2nnnn2C)C1C (stereo not given)	-5	2	0	-1	7	0	12	-2	3
CCCCCc1ccc(-c2ccc(C(=O)O)cc2)nc1	-2	-2	7	-10	8[fluorescence artefact?]	3	16	-2	10
COC(=O)C1(C)CN(S(=O)(=O)c2ccc(C)cc2)c2cc(OC)ccc2C1=O (stereo not given)	-12	-3	2	1	14	-2	4	-2	7
CCCCS(=O)(=O)Nc1ccc(C)cn1	-28	7	5	7	-3	-8	-2	-1	-4
COC(=O)C(O)(CC(=O)Nc1ccc(OC(F)(F)F)cc1)C(F)(F)F (stereo not given)	7	-2	-7	2	0	6	21	2	10
Cc1cc(Nc2ccccc2)n(-c2ccc(C(=O)O)cc2)n1	-9	1	10	-4	-3	-1	-2	5	-6
COc1cc(CNCc2ccccn2)ccc1OCC(N)=O	-7	1	1	1	20	5	14	-1	2
CCOC(=O)c1sc(Nc2ccccc2Cl)nc1C	-2	0	18	0	50	-1	4	2	-3
CCc1ccc(CN2C(=O)c3ccccc3C2C(=O)NCC2CCCO2)cc1 (stereo not given)	-1	-1	16	-2	2	-9	8	0	0
O=C(c1ccc(F)cc1)N1CCN(C2CC3CCC2C3)CC1 (stereo not given)	-10	-1	2	2	5	-11	12	-2	-1
CCc1ccc(S(=O)(=O)NCc2cn3c(C)csc3n2)s1	3	3	20	-4	-1	-1	-2	0	-10
Cc1cc(=O)[nH]c(SCC(=O)Nc2ccc(S(N)(=O)=O)cc2)n1	-3	2	21	0	-4	-4	6	2	-3
CC(NC(=O)C1CCC1)c1ccccc1 (stereo not given)	-9	0	0	-2	2	-5	7	-1	-4
COCCN(C(=O)CN1CCc2ccccc2C1)c1c(N)n(Cc2ccccc2)c(=O)[nH]c1=O	-9	27	0	74*	-6	0	12	-1	-1
CCOc1ncccc1C(=O)OCC(=O)Nc1ccc(C)c(S(=O)(=O)N2CCOCC2)c1	-7	0	1	0	8	-21	21	1	21
Cc1ccc(Nc2ncccc2C(N)=O)cc1	-6	-1	-3	2	-1	3	17	-1	11
CC(OC(=O)CCC(=O)c1cccs1)C(=O)Nc1ccc(Cl)cn1 (stereo not given)	-8	0	1	2	4	6	15	6	4
O=C(COC(=O)CNC(=O)c1ccc(Cl)cc1)Nc1ncc(C(F)(F)F)cc1Cl	-2	-1	-1	-7	-7	-3	5	-2	2
Cc1nonc1OCC(C)(COc1nonc1C)NC(=O)c1ccccc1	-8	1	-4	-5	4	0	4	-1	3
CCn1nc(C(C)C(=O)O)c2ccccc2c1=O (stereo not given)	-5	1	12	1	1	/	1	0	1
C/C(CC(=O)Nc1ccc(Cl)c(C(F)(F)F)c1)=N\NC(=O)c1ccccc1O	-44	0	-1	2	4[fluorescence artefact?]	-5	3	4	-7
CC(C(=O)N1CCOCC1)N1c2cccc3cccc(c23)S1(=O)=O (stereo not given)	-5	2	0	-2	2	-4	10	1	-6
CN(C)c1cc2c(c(N(C)C)c1)C(=O)c1ccccc1C2=O	13	4	21	0	-20[fluorescence artefact?]	14	11	2	2
Brc1ccc(-c2cn3c(n2)CCc2ccc4cccnc4c2-3)cc1	-49	-5	1	-12	-16[fluorescence artefact?]	2	2	-1	-4
COCCCNC(=S)NNC(=O)c1ccoc1C	-7	0	-1	2	-12	-3	4	-2	22
O=C(COc1ccccc1N1C(=O)c2ccccc2C1=O)c1ccc(Cl)cc1	-26	0	0	3	9	4	14	0	11
Cc1nc2ccc(NC(=O)Cc3ccccc3F)cc2s1	-12	0	-5	-1	13	-4	-1	3	-2
COc1ccc(NC(=O)c2cccnc2N2CCCC2)cc1	59*	4	-1	-2	-2	25	4	4	2
CC1=CC(C)(C)NC(=S)N1c1cc(C)cc(C)c1	-14	-2	1	0	51	1	1	-1	-2
FC(F)(F)c1ccc2c(c1)NCC1CCCN21 (stereo not given)	/	-2	-9	-10	-6	-11	4	-1	-3
CCN(CC)S(=O)(=O)c1ccc(/C=C/C(=O)Nc2ccc(N3CCOCC3)cc2)cc1	2	-3	19	-6	-1	2	13	-3	3
Oc1sc(C=Nc2ccc(F)cc2)c2ccccc12	1	-13	0	-149	-11	-3	10	-1	3
COc1ccc2c(c1)C1NC(=S)NC(C)(O2)C1C(=O)Nc1ccc(C)cc1C (stereo not given)	-16	-1	1	4	-12	-5	1	-3	16
COc1ccc(S(=O)(=O)NCC2CCCN(C(=O)c3ccco3)C2)cc1 (stereo not given)	0	0	8	-4	3	-1	2	3	-3
OC(C#CCN1CCCCC1)c1ccccc1 (stereo not given)	11	-1	3	0	-5	-1	5	-1	-2
O=C(CCSc1nc(-c2ccco2)cc(C(F)(F)F)n1)Nc1ccc2c(c1)OCO2	-13	-2	-1	1	-6	-9	11	-3	-8
CN(C)c1ccc(C(=O)c2ccc(N(C)C)c3ccccc23)cc1	-8	-1	4	-1	-1[fluorescence artefact?]	1	13	2	2
COc1ccccc1C(=O)OCc1nc(N)nc(Nc2ccccc2C)n1	-7	2	2	3	1[fluorescence artefact?]	-15	0	2	-6
COc1ccc(N=C2SC(CC(=O)Nc3cccc(Cl)c3)C(=O)N2Cc2ccco2)cc1 (stereo not given)	-20	13	12	7	-13[fluorescence artefact?]	-10	1	-1	-5
O=C(CN1CCN(Cc2ccccc2)CC1)N/N=C/c1c[nH]c2ccccc12	-4	1	4	-1	-6	-3	5	-1	-1
Cc1ccc(-c2noc(CCC(=O)NCCCN3CCN(c4ccc(F)cc4)CC3)n2)cc1	-26	-2	0	2	-12	5	20	0	6
Brc1ccc(/C=N/Nc2nncc(-c3ccccc3)n2)o1	1	-2	16	-5	-9	-1	4	-1	1
Cc1cccc(C)c1NC(=O)C1(N(Cc2ccco2)C(=O)CC2NC(=O)NC2=O)CCCC1 (stereo not given)	1	10	-1	1	-10	2	7	-4	0
COCCSc1nnc(NC(=O)C2CC(=O)N(c3ccc(Cl)cc3)C2)s1 (stereo not given)	-22	1	20	0	-4	4	17	9	-4
CCOC(=O)/C=C/C(=O)Nc1ccc(S(=O)(=O)N2CCCCCC2)cc1	23	0	15	-2	12	6	21	-2	19
O=C(O)/C(=C\c1ccc(-c2ccc(F)cc2)o1)c1ccccc1	-2	29	8	27	0	/	2	-2	2
O=C(c1oc2ccccc2c1CSCc1ccccc1)N1CCN(c2ncccn2)CC1	-6	0	-1	-7	-12	3	6	0	8
CCOC(=O)/C=C/C(=O)OCC(=O)Nc1ccc(C)cc1	-5	5	19	-1	-1	-7	6	-3	-3
CCOC(=O)c1sc2ncn(/N=C/c3cccnc3)c(=O)c2c1C	7	2	0	-5	8[fluorescence artefact?]	-5	-2	0	-12

Taken from above (two entries):
SMILES	KLK5 inh	Runt-CBFb FRET	Hck-Nef inh	Runt-SMMHC FRET	14-3-3 Bad inh	thrombin 1536	FXIIa inh	Wee1 stabilizer	FXIa inh
CCOC(=O)/C=C/C(=O)OCC(=O)Nc1ccc(C)cc1	-5	5	19	-1	-1	-7	6	-3	-3
CCOC(=O)c1sc2ncn(/N=C/c3cccnc3)c(=O)c2c1C	7	2	0	-5	8[fluorescence artefact?]	-5	-2	0	-12

Continued:
SMILES	KLK5 inh	Runt-CBFb FRET	Hck-Nef inh	Runt-SMMHC FRET	14-3-3 Bad inh	thrombin 1536	FXIIa inh	Wee1 stabilizer	FXIa inh
COc1cccc(C2=NO[C@@H]3C(=O)N(Cc4ccccc4)C(=O)[C@H]23)c1OC	-23	-2	3	2	-7	1	13	0	4
Cc1cc(N2CCN(c3ccccc3)CC2)nc(NCc2ccccc2)n1	20	-3	2	-1	-11	1	5	-1	-3
c1ccc(-c2ccc(OCCCn3cncn3)cc2)cc1	-12	1	1	-2	51	-7	1	-1	0
CCN1CCN(CCNC(=O)c2ccc(/C=C3/Sc4ccccc4N(Cc4ccccc4C)C3=O)cc2)CC1	-1	6	-6	4	70*	4	8	-4	0
COCCCN1C(=O)C(=O)/C(=C(/O)c2ccc(C)cc2)C1/C=C/c1ccccc1 (stereo not given)	1	-4	-4	2	-7	1	12	0	8
Cc1cccc(C)c1OCC(=O)Nc1cccc(-c2nnc(-c3ccccc3)o2)c1	-7	0	1	2	12	-1	8	6	1
CCn1c2c(c3cc(Cl)ccc31)CCCC2=O	-9	1	0	-1	6	0	13	1	4
CCc1ccc(NC(=O)CS(=O)CC(=O)NCC2OCCc3ccccc32)cc1 (stereo not given)	9	-2	1	-2	5	-5	-8	-1	-4
O=C(COc1ccc(-n2ccnc2)cc1)Nc1cccc(F)c1	9	0	7	-3	-1	-8	-3	5	-10

Screening results (PubChem)
